Bioassay records deposited in PubChem BioAssay by National Center for Advancing Translational Sciences (NCATS).
HP1b binding inh: HTS for Inhibitors of HP1-beta Chromodomain Interactions with Methylated Histone Tails; Chromobox protein homolog 1 (Homo sapiens), P83916; AlphaScreen HP1-beta / biotin-H3K9me3 peptide binding; Potency, µM (series often up to 114 µM), for inactives: at the top dose activity change, negative = inhibition, hits mostly inhibitors; actives 0.56% (n = 390,000); further: potency means the concentration at half of the fitted maximal effect; nearly all actives have a fitted effect of over 70% in size; inactives centre near 23
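Compound inhibition of the preformed complex between 50 nM HP1-beta and 50 nM biotinylated H3K9me3 peptide was read by AlphaScreen. Buffer was PBS pH 7.4 with 0.01% Tween-20. Incubations ran 30 min at room temperature, with 10 ug/mL donor/acceptor beads.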
ERG-DNA inh: qHTS for Small Molecule Inhibitors of the ERG Ets/DNA interaction; Transcriptional regulator ERG (Homo sapiens), P11308; fluorescence polarization, His-ERG Ets domain / labelled DNA; Potency, µM (doses to about 76.9 µM), without a hit: top-dose FP activity, negative = inhibition, usual class: inhibitors; actives 0.028% (n = 370,000); AID 624246, 2012; active means well fitted inhibition curve with a large enough effect in the polarisation, with a control signal flat; inconclusive means small, poorly fitted or top-dose-only effect, or effect the other way, or a change in a side signal; inactive means no such curve, though single readings can be large or run the other way; the % refers to the polarisation;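 further: polarization taken with two DNA probes labelled with fluorescein and Texas red; potency means the concentration at half of the fitted maximal effect; % of control where 0% means no effect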
Target sequence (P11308 whole entry, looked up, the tested form may be a part): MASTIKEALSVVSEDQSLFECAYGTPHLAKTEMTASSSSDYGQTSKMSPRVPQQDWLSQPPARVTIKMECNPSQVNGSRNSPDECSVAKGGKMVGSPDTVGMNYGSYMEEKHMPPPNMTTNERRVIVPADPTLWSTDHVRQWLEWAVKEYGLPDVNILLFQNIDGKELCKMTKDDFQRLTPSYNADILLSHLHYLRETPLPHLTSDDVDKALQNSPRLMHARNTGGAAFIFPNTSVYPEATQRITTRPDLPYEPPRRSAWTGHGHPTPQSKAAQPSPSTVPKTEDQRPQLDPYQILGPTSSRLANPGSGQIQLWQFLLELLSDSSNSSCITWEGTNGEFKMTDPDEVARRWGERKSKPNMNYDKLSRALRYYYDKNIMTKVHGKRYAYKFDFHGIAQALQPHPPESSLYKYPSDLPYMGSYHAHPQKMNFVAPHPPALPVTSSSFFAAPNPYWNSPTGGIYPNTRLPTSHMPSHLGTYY
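His-tagged ERG Ets domain (1 uM in the protein solution; 300mM KCl, 50mM Tris-HCl, 1mM EDTA, 1mM DTT, pH 7.5) received compound, then a probe mix of 5 nM fluorescein-DNA and 100nM Texas-615-DNA. Fluorescence polarization was read for both dyes.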
JMJD2A Tudor inh: qHTS Assay for Inhibitors of JMJD2A-Tudor Domain; Lysine-specific demethylase 4A (Homo sapiens), O75164; AlphaScreen JMJD2A-Tudor / H3K4me3 peptide binding; Potency, µM (highest dose often 114 µM), for inactives: top-dose activity change, negative = inhibition, most hits filed as inhibitors; actives 4.4% (n = 390,000); further: potency means the concentration at half of the fitted maximal effect; on the % scale 0 is the no-effect control and ±100 the full control effect; nearly all actives have a fitted effect of over 50% in size
BAZ2B block: qHTS Assay for Inhibitors of BAZ2B; AlphaScreen BAZ2B-H3K14Ac peptide displacement; Potency, µM (highest dose often 114 µM), inactives show at the highest dose activity change, negative = inhibition, usual class: inhibitors; actives 4.4% (n = 360,000); AID 504333, 2011; further: potency means the concentration at half of the fitted maximal effect; on the % scale 0 is the no-effect control and ±100 the full control effect; nearly all actives have a fitted effect of over 60% in size
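BAZ2B (50 nM) with biotin-H3(5-23)K14Ac peptide (50 nM) in PBS pH 7.4, 0.01% Tween-20, preformed 30 min, then compound 30 min at room temperature; top concentration 110uM. AlphaScreen streptavidin donor/nickel chelate acceptor beads (10 ug/mL final), 20 min dark, signal read.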
GLS inh: qHTS for Inhibitors of Glutaminase (GLS). actives 0.21% (n = 410,000). AID 624170, 2012. Potency, µM (series often up to 45.5 µM), for the others: at the highest dose activity change, negative = inhibition, actives largely listed as inhibitors. GLS enzymatic activity, qHTS titration. Glutaminase kidney isoform, mitochondrial (Homo sapiens), O94925; further: potency means the concentration at half of the fitted maximal effect; on the % scale 0 is the no-effect control and ±100 the full control effect
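Coupled fluorescence readout: glutamate oxidase/HRP/Amplex Red detect glutamate formed by hKGA from L-glutamine (1 mM solution added). Buffer 45 mM KH2PO4 pH 8.2, 0.02% Tween-20; reads at t0 and 30 min RT.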
PI4K2A block: qHTS for small molecular inhibitors of PI4K2A; purified PI4K2A, ADP-Glo luminescence, 1 h; active compounds read low; actives 0.13% (n = 420,000); activity change, negative = inhibition, % at 76.9 µM; Phosphatidylinositol 4-kinase type 2-alpha (Homo sapiens), Q9BTU6; AID 1346378, 2018; in the data active means activity change below about -50%; inconclusive means mostly about -30% to -49%;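 further: -100% = wells without enzyme as full effect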
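In this quantitative HTS, ADP production by PI4K2A was quantified luminescently after 1 h at ambient temperature; 100 microM adenosine served as plate-quality control.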
G9a inh: qHTS Assay for Inhibitors of Histone Lysine Methyltransferase G9a; AID 504332, 2011; Potency, µM (highest dose often 102 µM), without a hit: at the highest dose activity, negative = inhibition, usual class: inhibitors; G9a H3K9 monomethylation, AlphaScreen, 2 h; actives 8.8% (n = 350,000); Histone-lysine N-methyltransferase EHMT2 (Homo sapiens), Q96KQ7; further: potency means the concentration at half of the fitted maximal effect; on the % scale 0 is the no-effect control and ±100 the full control effect; nearly all actives have a fitted effect of over 75% in size
Target sequence (Q96KQ7 913-1193 limits assumed): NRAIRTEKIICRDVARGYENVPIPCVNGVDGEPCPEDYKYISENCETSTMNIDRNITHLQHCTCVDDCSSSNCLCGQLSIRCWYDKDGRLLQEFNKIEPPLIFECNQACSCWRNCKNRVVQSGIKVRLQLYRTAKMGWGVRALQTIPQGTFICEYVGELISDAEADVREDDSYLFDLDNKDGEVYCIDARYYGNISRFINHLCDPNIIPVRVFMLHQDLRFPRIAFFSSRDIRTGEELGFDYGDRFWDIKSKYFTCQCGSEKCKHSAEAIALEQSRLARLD
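Using a bead-based AlphaScreen, monomethylated H3K9 product from 2 h room-temperature reactions (G9a 20 nM, peptide 500 nM, SAM 20 uM) was detected with 0.5 ug/mL rabbit anti-H3K9me1 antibody.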
12-LOX inh: Primary qHTS assay for inhibitors of human arachidonate 12S-lipoxygenase (ALOX12): Round 2 | actives 1.1% (n = 580,000) | purified 12hLO, xylenol orange hydroperoxide absorbance | Potency, µM (titrated, usually from 108 µM), for the others: at the highest dose activity change, negative = inhibition, most hits filed as inhibitors | AID 1671190, 2021; further: potency means the concentration at half of the fitted maximal effect; on the % scale 0 is the no-effect control and ±100 the full control effect
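Purified human 12hLO (150 nM final) in 25 mM Hepes, 0.01% Triton X-100, pH 7.0 was preincubated 15 min at room temperature with compound. Then 40 uM arachidonic acid was added, 30 min. Hydroperoxide was read by Fe-XO absorbance ratio 573/405 nm.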
RGS4 inh: Inhibitors of Regulator of G Protein Signaling (RGS) 4: qHTS. Regulator of G-protein signaling 4 (Homo sapiens), P49798. Transcreener GDP fluorescence polarization, RGS4-accelerated GTP hydrolysis. Potency, µM (titrated, usually from 114 µM), for the others: at the highest dose activity change, negative = inhibition, usual class: inhibitors. actives 0.039% (n = 390,000). AID 504845, 2011; further: potency means the concentration at half of the fitted maximal effect; on the % scale 0 is the no-effect control and ±100 the full control effect; nearly all actives have a fitted effect of over 75% in size; some results filed as inactive show a strong effect at the top dose
Target sequence (P49798 whole entry, looked up): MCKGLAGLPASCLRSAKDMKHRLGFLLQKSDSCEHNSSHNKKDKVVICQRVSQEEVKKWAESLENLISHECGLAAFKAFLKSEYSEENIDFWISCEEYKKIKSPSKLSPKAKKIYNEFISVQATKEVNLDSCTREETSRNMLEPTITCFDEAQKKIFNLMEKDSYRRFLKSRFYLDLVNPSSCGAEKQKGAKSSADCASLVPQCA
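MLSMR compounds (23 nl, pin-transferred) preincubated 10 min at room temperature with a 500nM (2x) first reagent, then RGS4 at 900nM (2x) plus Transcreener GDP mix added; fluorescence polarization (620/688 nm) read before and after 90 min at 30 °C.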
* = called active by the depositor; i = inactive; ? = inconclusive; . = not tested or not shown; & = joins results of further samples; [ ] = remark or other dose. Unless noted, the call rests on the fitted dose curve; in most records, active means well fitted curve in the direction sought with a large enough effect; inconclusive means small, poorly fitted or top-dose-only effect, or another doubt; inactive means no such curve, though single readings can be large; an effect the other way counts as inactive or inconclusive. An excerpt; the hit share may differ from the screen's.

Screens in order – HP1b binding inh, ERG-DNA inh, JMJD2A Tudor inh, BAZ2B block, GLS inh, PI4K2A block, G9a inh, 12-LOX inh, RGS4 inh
> COc1ccccc1NC(=O)c1ccc2nc(C)c(C)nc2c1
  2%, 7%, -18%, -2%, -10%, -5, 24%, 2%, 23%
> Cc1ccc(S(=O)(=O)N2CCOC23CCN(C(=O)C(=O)NCc2ccccc2)CC3)cc1
  20%, 9%, -7%, 1%, -8%, 0, -27%, -18%, -5%
> CCCC/C(C)=N/NC(=O)NC1CCCCC1
  26%, 11%, 9%, -28%, 3%, -9, 32%[59 µM], 21%, -16%
> CS(=O)(=O)N1CCN(c2ccc([N+](=O)[O-])c(NCc3ccccc3)c2)CC1
  -2%, 5%, -30%, -35%, 1%, 10, -33%[12.7 µM], 352%[activator], 12%
> Cc1ccccc1CN(c1ccc(C(=O)N2CCc3ccccc3C2)cc1)S(C)(=O)=O
  24%, -4%, -8%, -22%[57.1 µM], 11%, -4, 19%, -12%, -23%
> Cc1nonc1NC(=O)N1CCCC1
  23%, 3%, 1%, 1%, -3%, -3, ., -9%, 3%
> CC1Nc2ccccc2C(=O)N1NS(=O)(=O)c1ccccc1 (stereo unspecified)
  17%, -11%, 4%, 4%, 3%, 3, 6%[59 µM], -6%, -50%
> Cn1c(=O)c2c(nc(N3CCN(Cc4ccccc4)CC3)n2CC(=O)c2ccccc2)n(C)c1=O
  14%, -8%, -8%, ., -4%, 11, ., 16%&-5%, -8%
> Cn1c(=O)c(=O)n(C)c2cc(S(=O)(=O)N3CCCC3C(=O)Nc3ccc(F)cc3)ccc21 (stereo unspecified)
  43%&29%[activator], -3%&1%, 8%&-10%, -3%&0%, -6%&3%, 2&8, -139%, i, 19%&6%
> NNc1nnc(NN)c2ccccc12
  ., ., ., ., 18%, -2, 25µM*, ?, .
> Cn1c(CCNC(=O)OC(C)(C)C)n[nH]c1=S
  56%[activator], 10%, 40µM*, -15%, 4%, -2, ?, 21%, 17%
> COc1cccc2sc(N(CCN(C)C)C(=O)c3ccc(S(=O)(=O)N4CCCC4)cc3)nc12
  -6%, 11%, -10%, -18%, 0%, -2, -49%, ?, 12%
> O=C(CN1CCN(S(=O)(=O)c2ccc(Br)s2)CC1)NC1CCCCC1
  30%, 24%, -7%, ., -2%, 15, ., 172%[activator], ?
> O=C1c2cc(F)ccc2OC2(CCNCC2)C12CC(c1ccccc1)=NO2 (stereo unspecified)
  34%, -9%, -15%, -3%, 3%, -1, ?, -2%, 9%
> COc1ccc(NC(=O)N2CCCC(c3nc(-c4ccc(F)cc4)no3)C2)cc1 (stereo unspecified)
  71%[activator], -6%, -17%, -1%, 2%, -6, 7%[0.501 µM], 0%, 8%[56.9 µM]
> Cc1[nH][nH]c(=O)c1C=Nc1ccc(C(F)(F)F)cc1
  34%, -17%, -4%, -17%, -3%, -2, -29%, -4%, 17%
> CCCCc1nnc(NC(=O)c2cccc(S(=O)(=O)N3CCN(C)CC3)c2)s1
  22%, -14%, -15%, -31%, -1%, 1, -30%, ?, -29%
> CC(C)(CN1CCCC1)NS(=O)(=O)c1ccc(Cl)cc1
  0%, 3%, 0%, 6%, 9%, 1, 5%[12.7 µM], -13%, 11%
> COC(=O)C[C@H]1c2cc(C(F)(F)F)ccc2S(=O)(=O)N1Cc1ccccc1OC
  45%[activator], 5%, -5%, ., -2%, -4, ., 6%, 19%
> CCOC(=O)c1cc2c(=O)n3ccccc3nc2n(Cc2ccco2)c1=NC(=O)c1ccc(OC)cc1OC
  8%, 10%, ?, ?, 2%, -9, -34%, -26%, ?
> COC(=O)c1cc(NC(=O)c2ccc(OC)cc2)c(=O)oc1C
  1%, -9%, -16%[11.4 µM], -2%, 16%, 0, -26%, 0%, -42%
> O=S(=O)(NC1CCCCC1)c1ccc(-c2csnn2)s1
  53%[activator], 4%, -6%, 8%, 8%, -2, -5%[59 µM], 20%, -20%
> CC1CCCC(NC(=O)Cn2c(Cl)nc3c2c(=O)n(C)c(=O)n3C)C1C (stereo unspecified)
  0%, -9%, -5%, ., -12%, 3, ., 0%, 13%
> COc1ccc(OC)c(NC(=O)CSc2c3c(nc4cc(Cl)ccc24)CCCC3)c1
  16%, -2%, -36%, ?, 0%, -6, -37%[59 µM], 2%, -12%
> O=C(CN1CCCCCC1)NCCN1C(=O)S/C(=C\c2ccccc2Cl)C1=O
  4%, -7%, -27%, -16%, 2%, 0, ?, 8%, -42%
> Cc1nn(CC(=O)NCCC2=CCCCC2)c(C)c1S(=O)(=O)N(C)C
  18%, 2%, -15%, ., 4%, 2, ., 1%, -14%
> CC(C)OCCCn1c(SCC(=O)c2ccccc2)nc2c(sc3ccccc32)c1=O
  4%, -7%, -7%, -3%, -8%, 1, -2%[59 µM], 5%, 7%
> C=CCSc1nnc(NC(=O)c2c(CC)noc2C)s1
  32%, -2%, -3%, 2%, 5%, -4, ?, -16%, 3%
> CC(=O)NC(c1ccccc1)c1cc([N+](=O)[O-])c2cccnc2c1O (stereo unspecified)
  -3%, 12%, 10µM*, 3.5µM*, 60%[activator], -15, 10µM*, ?, -45%
> CC1CCCN(C(=O)C(=O)Nc2ccc3nc4n(c(=O)c3c2)CCCCC4)C1 (stereo unspecified)
  32%, -8%, 1%, 14%, -7%, 5, 5%, 24%, -6%

Records listed so far printed as active in JMJD2A Tudor inh:
Screens in order – HP1b binding inh, ERG-DNA inh, JMJD2A Tudor inh, BAZ2B block, GLS inh, PI4K2A block, G9a inh, 12-LOX inh, RGS4 inh
> Cn1c(CCNC(=O)OC(C)(C)C)n[nH]c1=S
  56%[activator], 10%, 40µM*, -15%, 4%, -2, ?, 21%, 17%
> CC(=O)NC(c1ccccc1)c1cc([N+](=O)[O-])c2cccnc2c1O (stereo unspecified)
  -3%, 12%, 10µM*, 3.5µM*, 60%[activator], -15, 10µM*, ?, -45%

(listing goes on)
smiles	HP1b binding inh	ERG-DNA inh	JMJD2A Tudor inh	BAZ2B block	GLS inh	PI4K2A block	G9a inh	12-LOX inh	RGS4 inh
CNc1nc(C)nc(-c2ccccc2O)n1	38%	2%	1%	-1%	0%	-6	-11%	2%[57.4 µM]	-22%
Cc1cc(C)nc(NS(=O)(=O)c2ccc(CC(C)C)cc2)c1	22%	-1%	5%	-25%	-5%	0	16%	10%	-13%
Cc1ccc(C(=O)NCc2ccc3c(c2)OCO3)o1	46%[activator]	5%	-10%	6%	-3%	-5	.	10%	-17%
CC(=O)c1ccc(NC(=S)NC(=O)Cc2ccc(Cl)cc2)cc1	22%	42%[activator]	-15%	11%	3%	1	-4%	-9%	-26%
CC(C)OC(=O)/C(C#N)=C\c1cccnc1	39%[activator]	16%	-19%	9%	7%	-2	5%	0%	-7%[56.9 µM]
c1cncc(CNc2nc(N3CCOCC3)nc(N3CCOCC3)n2)c1	52%[activator]	.	-12%	-2%	-3%	-4	1%	-5%	-1%
COc1ccc(-c2cc(C(F)(F)F)nc(SCC(=O)Nc3ccc4c(c3)OCO4)n2)cc1	29%	-3%	-21%	10%	4%	-1	11%[59 µM]	3%	-9%
CC1(C)Cc2c(C#N)c(SCCO)nc(N3CCOCC3)c2CO1	7%	-17%	-14%	1%	-5%	2	14%	0%	-7%
Cc1noc(C)c1S(=O)(=O)N(CC(=O)NC1CCCC1)c1ccc(C(C)C)cc1	58%[activator]	-5%	18%	2%	1%	0	.	17%	2%
O=C1c2ccccc2C(=O)N1c1nc2nccc(-c3ccccc3)n2n1	14%	-4%	-31%	-31%	12%	-5	49%[59 µM]	4%	15%
O=C(NC(=S)N1CCN(Cc2ccccc2)CC1)c1ccco1	6%	-4%	-23%	-28%	-3%	2	50µM*	-19%	5%

Profiles, looked up by structure. Order of values: HP1b binding inh | ERG-DNA inh | JMJD2A Tudor inh | BAZ2B block | GLS inh | PI4K2A block | G9a inh | 12-LOX inh | RGS4 inh
Profile of `O=C(CN1CCCCCC1)NCCN1C(=O)S/C(=C\c2ccccc2Cl)C1=O` = 4% | -7% | -27% | -16% | 2% | 0 | ? | 8% | -42%
Profile of `CC1(C)Cc2c(C#N)c(SCCO)nc(N3CCOCC3)c2CO1` = 7% | -17% | -14% | 1% | -5% | 2 | 14% | 0% | -7%
